Assay outcomes from PubChem.
HT1080-NT tox = qHTS for induction of synthetic lethality in tumor cells producing 2HG: qHTS for the HT-1080-NT fibrosarcoma cell line | HT-1080-NT fibrosarcoma viability, CellTiter-Glo ATP luminescence, 48 h | hit rate 1.6% among 360,000 | Potency, µM (highest dose often 46.1 µM), without a hit: at the highest dose activity, negative = less viability, hits mostly cytotoxic;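 note: NT is the 2HG producing partner of a matched IDH1 knockdown line; potency is the fitted concentration of half-maximal effect; 0% = DMSO-treated cells and -100% = media-only wells without cells; nearly all actives have a fitted effect of over 55% in size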
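Read-out is CellTiter-Glo luminescence after 10 minutes at room temperature, following 48 hours' compound treatment of HT-1080-NT cells (750 cells/well, RPMI, 5% FBS, 37 degrees C).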
IL1B secr inh = qHTS for Inhibitors of Inflammasome Signaling: IL-1-beta AlphaLISA Primary Screen; THP-1 LPS/ATP IL-1B secretion, AlphaLISA, 16 h; active compounds read low; activity change, % at 57.5 µM; hit rate 4.7% among 360,000; in the data active = activity change below about -50%; inconclusive = mostly about -30% to -49%; note: % is set by controls: 0 for no effect and ±100 for the full control effect
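THP-1 cells pretreated 1 hr with compounds (up to 57.5 uM final), then stimulated with LPS (250 ng/mL final) plus ATP (1.25 mM final); secreted IL-1B measured by AlphaLISA after 16 hr, decreased signal indicating inhibition.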
SW480 rereplic = A quantitative high throughput screen for small molecules that induce DNA re-replication in SW480 colon adenocarcinoma cells | SW480 DNA re-replication, Hoechst DNA content imaging, 48 h | hit rate 1.8% among 340,000 | Potency, µM (highest dose often 46.1 µM), inactives show at the top dose re-replication activation, usual class: activators; note: potency is the fitted concentration of half-maximal effect; % of control where 0% means no effect; nearly all actives have a fitted effect of over 55% in size
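Treated cells incubate 48 hr (37 C, 5% CO2), are stained 40 min with Hoechst, and nuclear fluorescence is enumerated; a rise in nuclei with high DNA signal marks re-replication.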
MCF10A rerep = A quantitative high throughput screen for small molecules that induce DNA re-replication in MCF 10a normal breast cells; MCF 10A DNA re-replication, Hoechst nuclear intensity, 48 h; hit rate 2.9% among 350,000; Potency, µM (doses to about 46.1 µM), inactives show at the top dose activity, positive = re-replication, most hits filed as activators; AID 624296, 2012; note: potency is the fitted concentration of half-maximal effect; % of control where 0% means no effect; nearly all actives have a fitted effect of over 50% in size
ATXN2 expr inh = Primary qHTS for Inhibitors of ATXN expression. HEK-293 ATXN2-luciferase reporter, luminescence, 24 h. AID 1745845, 2022. hit rate 0.72% among 360,000. Potency, µM (highest dose often 57 µM), for inactives: at the highest dose activity change, negative = inhibition, hits mostly inhibitors; note: potency is the fitted concentration of half-maximal effect; % is set by controls: 0 for no effect and ±100 for the full control effect; nearly all actives have a fitted effect of over 55% in size
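ATXN2-luciferase reporter cells (luciferase flanked by upstream and downstream ATXN2 gene portions) were treated 24 h at 37 °C with compounds at up to 57 uM. SteadyGlo luminescence gave expression; GF-AFC fluorescence gave viability.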
HT1080 IDH1KD tx = qHTS for induction of synthetic lethality in tumor cells producing 2HG: qHTS for the HT-1080-IDH1KD cell line; HT-1080 IDH1 knockdown viability, ATP luminescence, 48 h; Potency, µM (series often up to 46.1 µM), for inactives: at the highest dose activity, negative = toxicity, actives largely listed as cytotoxic; hit rate 2% among 360,000;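 note: potency is the fitted concentration of half-maximal effect; 0% = DMSO wells and -100% = cell-free medium wells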
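IDH1KD HT-1080 cells, 750/well, RPMI + 5% FBS; compound pinned after 2 h settling; 48 h, 37 °C; CellTiter-Glo luminescence; % activity normalised to DMSO and no-cell wells; curves fitted, classed by r2 and efficacy.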
KB-3-1 cytotox = qHTS assay for MDR1-selective chemotherapeutics: Primary screen using the parental adenocarcinoma cell KB-3-1; AID 1347075, 2019; Potency, µM (highest dose often 46.1 µM), for inactives: at the top dose activity change, negative = cytotoxic, actives largely listed as cytotoxic; KB-3-1 viability, CellTiter-Glo ATP luminescence, 72 h; hit rate 1.4% among 400,000; note: potency is the fitted concentration of half-maximal effect; % is set by controls: 0 for no effect and ±100 for the full control effect; nearly all actives have a fitted effect of over 60% in size
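Parental KB-3-1 adenocarcinoma cells in phenol-red-free DMEM with 10% FBS were pin-treated with compounds at several concentrations, incubated 72 h at 37 °C, and viability read by CellTiter-Glo luminescence; concentration-effect curves were fitted after normalization.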
ATXN viability = Viability Counterscreen for Primary qHTS for Inhibitors of ATXN expression. S2 cells (HEK-293 line with an ATXN2-luciferase reporter) viability, CellTiter-Fluor protease fluorescence, 24 h. Potency, µM (doses to about 56.7 µM), usual class: cytotoxic. hit rate 0.49% among 400,000. AID 651635, 2014; note: potency is the fitted concentration of half-maximal effect; nearly all actives have a fitted effect of over 40% in size
KB-V1 cytotox = qHTS assay for MDR1-selective chemotherapeutics: Primary screen using the drug-selected MDR subline cells KB-V1 | KB-V1 MDR cells viability, CellTiter-Glo, 72 h | Potency, µM (highest dose often 46.1 µM), for the others: top-dose activity change, negative = cytotoxicity, most hits filed as cytotoxic | hit rate 3.4% among 400,000; note: potency is the fitted concentration of half-maximal effect; % is set by controls: 0 for no effect and ±100 for the full control effect; nearly all actives have a fitted effect of over 60% in size
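Potencies derive from concentration-effect curves fitted to normalized luminescence (CellTiter-Glo) of KB-V1 cells treated for 72 h at 37 degrees C in phenol-red-free DMEM containing 10% FBS.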
* hit, by the source's call; i = inactive; ? = inconclusive; . = not tested or not shown; [ ] = dose if it differs, or a comment. Unless noted, calls come from the whole dose curve; as a rule, active = well fitted curve in the direction sought with a large enough effect; inconclusive = small, poorly fitted or top-dose-only effect, or another doubt; inactive = no such curve, though single readings can be large; an effect the other way counts as inactive or inconclusive.

cpd	compound	HT1080-NT tox	IL1B secr inh	SW480 rereplic	MCF10A rerep	ATXN2 expr inh
1	CCN(CC)S(=O)(=O)c1ccc2oc(C(=O)Nc3ccc(Br)cc3F)c(C)c2c1	.	.	.	.	1%
2	CNc1ccc(/C=C(\C#N)C(=O)Nc2ccccn2)cc1[N+](=O)[O-]	5%	9	9%	0%	-9%
3	CC(C)c1ccc(NC(=O)C2CCN(C(=O)[C@@H]3Cc4ccccc4CN3)CC2)cc1	-16%	-2	18µM*	?	-16%
4	CC(C)(C)OC(=O)NN1CC(=O)N2Cc3[nH]c4ccccc4c3C[C@H]2C1=O	7%	25	-24%	1%	8%
5	Cc1ccc(/C=N/NC(=O)NN(C)c2ncc(C(F)(F)F)cc2Cl)cc1	-30%	-8	1%	27%	-11%
6	CCSc1nnc(NC(=O)C(C)Sc2nc3ccccc3[nH]2)s1 (stereo not drawn)	-8%	26	-3%	-5%	3%
7	CCN(CC)CCNC(Cc1ccccc1)c1cccc(OC)c1 (stereo not drawn)	-9%	-21	?	?	7%
8	O=C(c1cccc(S(=O)(=O)NCCOc2ccccc2)c1)N1CCN(c2ncccn2)CC1	-18%	26	-8%	5%	-3%
9	Cc1noc(C)c1CSc1ncnc2sc(C)c(C)c12	5%	-19	-12%	3%	5%
10	O=C(CN1C(=O)c2cccc3cccc1c23)N1CCN(c2ccccc2)CC1	2%	5	?	23µM*	-10%

cpd	HT1080 IDH1KD tx	KB-3-1 cytotox	ATXN viability	KB-V1 cytotox
1	.	14%	i	25%
2	2%	-1%	i	15%
3	-28%	-2%	i	0%
4	12%	27%	i	15%
5	?	-15%	i	-10%
6	1%	7%	i	?
7	-6%	9%	i	23µM*
8	-21%	0%	i	?
9	4%	7%	i	-13%
10	?	-9%	i	-13%

(more compounds)
cpd	compound	HT1080-NT tox	IL1B secr inh	SW480 rereplic	MCF10A rerep	ATXN2 expr inh
11	CC(C)C(=O)Nc1nnc(Sc2ccc(N(C)C)cc2)s1	-9%	14	2%	6%	0%
12	Cn1ccc2cc(NC(=O)Nc3cccnc3)ccc21	?	3	?	?	32%[activator]
13	Cc1ccc(CNC(=O)c2cc(C3CC3)nc3c2c(C)nn3-c2cccc(Cl)c2C)cc1	.	.	.	.	5%
14	CC(=O)c1c(C)[nH]c(C(=O)OC2CCCCC2=O)c1C (stereo not drawn)	-2%	-14	-3%	-3%	15%
15	Cc1cccc(NC(=O)C(C)Sc2nc3ccccc3c(=O)n2CCCN2CCOCC2)c1 (stereo not drawn)	-11%[9.24 µM]	?	-4%	21%	32%[activator]
16	COc1cc2c(cc1NC(=O)CN1C(=O)NC3(CCc4ccccc43)C1=O)oc1ccccc12 (stereo not drawn)	23µM*	-17	?	?	-26%
17	CCOC(=O)COc1nc(-c2ccco2)cc(-c2ccco2)c1C#N	10%	.	-9%	15%	5%
18	Cc1ccc(O)c(C2=Nc3ccccc3N=C(c3cccc([N+](=O)[O-])c3)C2)c1	21%	-17	-4%	1%	5%
19	COC(=O)c1c(NC(=O)C(Cl)Cl)sc2c1C(C(=O)OC)CC2 (stereo not drawn)	3%	0	?	8.2µM*	.
20	COc1ccc([C@H]2CC(=O)C=C(c3ccc(Cl)c(C(F)(F)F)c3)C2)cc1OC	9%	-56*	-6%	?	?

cpd	HT1080 IDH1KD tx	KB-3-1 cytotox	ATXN viability	KB-V1 cytotox
11	-14%	-2%	i	?
12	?	0%	i	-23%
13	.	1%	i	?
14	-5%	4%	i	-12%
15	?	?	?	?
16	15µM*	-27%	?	?
17	11%	-2%	.	2%
18	7%	6%	i	-1%
19	-10%	-13%	i	-17%
20	5%	6%	?	-16%

The results go on.
cpd	compound	HT1080-NT tox	IL1B secr inh	SW480 rereplic	MCF10A rerep	ATXN2 expr inh
21	COCCCn1c(C(=O)N2CCOCC2)cc2c(=O)n3cccc(C)c3nc21	5%	-4	-3%	15%	0%
22	[O-]/C(=C(\C(=S)Nc1ccccc1F)[n+]1ccccc1)c1ccc(OC(F)F)cc1	3%	46	?	13%	6%
23	COCCCNC(=O)Cn1c(=O)n(-c2ccc(Cl)cc2)c(=O)c2c3c(sc21)CCCCC3	.	.	.	.	11%
24	c1ccc(Oc2cnc3ccccc3n2)cc1	12%	92	-16%	-1%	13%
25	CCOC(=O)c1sc(N2C(=O)C(O)=C(C(=O)c3ccc(C)o3)C2c2cccc([N+](=O)[O-])c2)nc1C (stereo not drawn)	-10%	37	?	?	-12%
26	Cc1cc(=O)oc2c(CN3CCN(CCO)CC3)c(O)ccc12	-1%	18	17%	-7%	-22%
27	COC(=O)CSc1nc2sc3c(c2c(=O)[nH]1)CCC3	13%	0	-8%	8%	.
28	Cc1cccc(C)c1OCC(=O)Nc1c(C(=O)c2ccc(Br)cc2)oc2ccccc12	.	.	.	.	3%
29	O=C1c2oc3ccc(Cl)cc3c(=O)c2C(c2ccccn2)N1CCCN1CCOCC1 (stereo not drawn)	6%	12	-10%	0%	-33%
30	COC(=O)c1cccc(NC(=S)Nc2ccc(Cl)c(Cl)c2)c1	-20%	-65*	-1%	?	-38%

cpd	HT1080 IDH1KD tx	KB-3-1 cytotox	ATXN viability	KB-V1 cytotox
21	5%	22%	i	?
22	1%	-10%	i	16%
23	.	14%	i	-11%
24	5%	-3%	i	0%
25	-9%	9%	i	11%
26	-4%	-12%	.	-15%
27	22%	3%	i	0%
28	.	-12%	i	13%
29	7%	-5%	.	28%
30	?	-18%	?	-20%

The listing continues:
cpd	compound	HT1080-NT tox	IL1B secr inh	SW480 rereplic	MCF10A rerep	ATXN2 expr inh
31	Cc1nnc(SCC(=O)c2ccccc2F)n1Cc1ccccc1	2%	5	-3%	0%	.
32	Cc1cccc(NS(=O)(=O)c2cnc(Cl)c(Br)c2)n1	-14%	0	-4%	?	-19%
33	Nc1ccccc1Nc1ccncc1[N+](=O)[O-]	0%	?	-2%	-4%	0%
34	Cc1ccc(C)c(N2CCN(C(=O)c3cc(S(=O)(=O)N4CCCCC4)cn3C)CC2)c1	.	.	.	.	5%
35	O=C(NCCc1ccccc1)C1CCCN1S(=O)(=O)c1ccc(F)cc1 (stereo not drawn)	7%	28	?	?	9%
36	C/C(=N\NC(=O)c1ccccc1NC(=O)c1ccc(Cl)cc1)c1ccncc1	0.52µM*	35	4%	2%	.
37	O=C(CN1CCN(c2ccc(F)cc2)CC1)Nc1nnc(-c2ccccc2)s1	-3%	5	-4%	18%	3%
38	CN1CCN(c2ccccc2NC(=O)c2cccs2)CC1	-8%	10	-5%	3%	2%
39	CC(C)OP(=O)(OC(C)C)C(O)c1ccc(N(C)C)cc1 (stereo not drawn)	-1%	5	0%[9.22 µM]	-6%	3%
40	COc1cccc(C(=O)Nc2cc3c(cc2Cl)OCCCO3)c1	3%	-13	-51%[inhibitor]	-9%	60%[activator]

cpd	HT1080 IDH1KD tx	KB-3-1 cytotox	ATXN viability	KB-V1 cytotox
31	-2%	0%	i	-14%
32	-8%	-1%	i	2%
33	-3%	-16%	i	8%
34	.	-1%	i	?
35	1%[9.24 µM]	2%	i	-11%
36	1.3µM*	1.5µM*	i	1.3µM*
37	-2%	2%	i	7%
38	-1%	3%	i	-16%
39	7%	0%	i	?
40	12%	1%	i	23µM*

A few values from above:
Value for no. 39 under KB-3-1 cytotox: 0%
Value for no. 33 under SW480 rereplic: -2%
Value for no. 35 under KB-V1 cytotox: -11%
Value for no. 31 under MCF10A rerep: 0%
Value for no. 37 under SW480 rereplic: -4%

Ordered by length of the SMILES (low to high): some entries from above
cpd	compound	HT1080-NT tox	IL1B secr inh	SW480 rereplic	MCF10A rerep	ATXN2 expr inh
40	COc1cccc(C(=O)Nc2cc3c(cc2Cl)OCCCO3)c1	3%	-13	-51%[inhibitor]	-9%	60%[activator]
39	CC(C)OP(=O)(OC(C)C)C(O)c1ccc(N(C)C)cc1 (stereo not drawn)	-1%	5	0%[9.22 µM]	-6%	3%
37	O=C(CN1CCN(c2ccc(F)cc2)CC1)Nc1nnc(-c2ccccc2)s1	-3%	5	-4%	18%	3%

cpd	HT1080 IDH1KD tx	KB-3-1 cytotox	ATXN viability	KB-V1 cytotox
40	12%	1%	i	23µM*
39	7%	0%	i	?
37	-2%	2%	i	7%

Following part.
cpd	compound	HT1080-NT tox	IL1B secr inh	SW480 rereplic	MCF10A rerep	ATXN2 expr inh
41	CCOc1ccc(S(=O)(=O)Nc2cccc(C(=O)N(C)Cc3cccc(OC)c3OC)c2)cc1	3%	-8	0%	4%	4%
42	COCCNC(=O)CN(C(=O)CCC(=O)Nc1nccs1)c1ccccc1OC	12%	4	6%	-6%	-16%
43	OC(c1cccs1)c1nccc2ccccc12 (stereo not drawn)	-2%	5	-4%	-2%	2%
44	Cc1cc(C(=O)NNC(=O)CN2C(=O)NC(C)(c3ccccc3)C2=O)c(C)o1 (stereo not drawn)	8%	6	3%	6%	3%
45	O=C(CCCn1c(=S)[nH]c2ccccc2c1=O)NCc1ccco1	-5%	5	-5%	2%	-6%
46	Cc1ccc(C(=O)NCC(c2cccs2)S(=O)(=O)c2ccccc2)cc1C (stereo not drawn)	.	.	.	.	0%
47	COc1ccc(CNC(=O)c2ccc(Cn3cc(Br)cn3)o2)cc1	-5%	?	0%	24%	-37%

cpd	HT1080 IDH1KD tx	KB-3-1 cytotox	ATXN viability	KB-V1 cytotox
41	-10%	.	i	.
42	17%	4%	i	17%
43	11%	-3%	i	0%
44	2%	20%	i	12%
45	-8%	21%	i	0%
46	.	-4%	i	-4%
47	2%	?	i	-4%
